Bioassay records: PubChem BioAssay, The Scripps Research Institute Molecular Screening Center
GPR151 activ – activators of human GPR151. PathHunter beta-arrestin GPR151 cells, luminescence. activation, % at 11.2 µM. 1% of 650,000 active; in the data active = activation above about 4.9%;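 also: 0% = median of compound wells and 100% = cells with positive control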
Target sequence (Q8TDV0 whole entry, looked up): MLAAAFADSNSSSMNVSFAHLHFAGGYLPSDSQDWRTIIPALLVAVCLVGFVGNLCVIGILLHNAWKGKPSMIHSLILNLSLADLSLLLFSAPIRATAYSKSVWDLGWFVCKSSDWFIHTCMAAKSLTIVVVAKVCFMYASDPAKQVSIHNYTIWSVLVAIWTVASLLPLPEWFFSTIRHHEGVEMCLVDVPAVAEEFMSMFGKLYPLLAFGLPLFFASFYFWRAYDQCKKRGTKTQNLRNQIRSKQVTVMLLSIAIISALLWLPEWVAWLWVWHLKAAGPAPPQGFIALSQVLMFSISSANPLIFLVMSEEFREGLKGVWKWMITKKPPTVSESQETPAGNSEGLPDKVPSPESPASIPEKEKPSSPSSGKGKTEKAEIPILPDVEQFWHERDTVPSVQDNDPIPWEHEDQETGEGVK
TEAD-YAP inh – TEAD-YAP interaction inhibition; AID 1259422; inhibition, % at 9.12 µM; HEK-TIYL cells, TEAD-Gal4/YAP UAS-luciferase luminescence; 1.4% of 640,000 active; in the data active = inhibition above about 32%;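 also: 0% = median of test compound wells and 100% = reference inhibitor wells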
MITF inh – inhibitors of human MITF; 0.91% of 650,000 active; inhibition, % at 2.6 µM; AID 1259374; O75030; AlphaScreen MITF homodimerization, bead proximity signal; in the data active = inhibition above about 50%;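 also: 0% = vehicle wells with protein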
FBW7 activator – activators of human E3 ligase FBW7; Q969H0; AlphaScreen FBW7–phospho-cyclin E peptide binding, activator screen; normalized activity (activation), % at 26.1 µM; 0.13% of 650,000 active; AID 1259310; in the data active = normalized activity above about 1.9%;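 also: purified mutant Fbw7 with reduced substrate affinity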
Active calls of the source: *.

Every second line gives: GPR151 activ, TEAD-YAP inh, MITF inh, FBW7 activator
> COc1ccc(CCNc2cc(NCCCN3CCCC3=O)ncn2)cc1
    -0.5, 13, 20, 0.2
> CCN(CC)c1ccc(C2C(C#N)=C(C)NC3=C2C(=O)CCC3)cc1 (stereo not given)
    -0.4, -6, -5, -0.1
> c1ccc(-c2cc3c(N4CCOCC4)ncnc3s2)cc1
    0.2, -13, 18, -0.2
> O=C(Oc1ccccc1)Oc1cc2oc(=O)sc2cc1Cl
    -1.1, 1, -10, -0.6
> CS(=O)(=O)N1CCN=C1SCc1cccc(Cl)c1
    0.5, 8, 15, 0.2
> Nc1nnc(C2CCCCC2)s1
    -2.3, -1, 19, 0.0
> COc1cccc(C2CC(c3cccs3)=NN2C(=O)CSc2nnc(CNC(=O)c3ccc([N+](=O)[O-])cc3)n2C)c1OC (stereo not given)
    -1.7, 0, 12, 0.3
> Cc1cc(C)cc(NC(=O)COC(=O)CCCC2=NS(=O)(=O)c3ccccc3N2)c1
    0.4, -1, -11, -0.2
> CCOC(=O)N1CCN(c2cc(Nc3ccc(OCC)cc3)c3c4c(onc24)-c2ccccc2C3=O)CC1
    0.9, -1, 6, -0.2
> CCN(CC)c1ccc(CN2CCc3nnc(CCNC(=O)c4ccoc4)n3CC2)cc1
    2.0, 7, -18, 0.1
> C=CCNCc1ccccc1OCC(=O)NC1CCCCC1
    -0.4, 4, 1, 0.2
> CCCCC(CC)CNS(=O)(=O)c1ccc2c(c1)oc(=O)n2C (stereo not given)
    1.8, -13, 3, -0.2
> CC(C)C[C@H]1NC(=O)[C@H]2CN(C(=O)c3cc(Cl)cc(Cl)c3)CCN2C1=O
    2.9, -8, -6, -0.1
> CCOC(=O)c1ccc(NC(=O)C(CC(=O)O)NCc2ccccc2)cc1 (stereo not given)
    -0.9, 10, -15, -0.1
> CCOc1ccccc1C(=O)Oc1coc(CSc2nccn2C)cc1=O
    1.2, 10, 9, -0.1
> O=C(NCc1cccc(C(F)(F)F)c1)c1ccnc(Nc2ncccn2)c1
    4.1, 2, 4, -0.1
> Cc1ccc(NCC(O)C(O)C(O)CO)cc1C (stereo not given)
    -0.6, 15, 7, 0.2
> COc1ccc2nc(N3CCC(NC4(c5ccccc5)CC4)CC3)nc(C)c2c1
    -0.1, 5, -7, 1.2
> Cc1sc2ncc(C(=O)Nc3cc(C(C)(C)C)nn3C)c(=O)n2c1C
    -0.6, 10, 8, -0.3
> O=C(Cn1cccc1)NCc1cccs1
    0.1, -8, 40, 0.1
> CCN(CC)CCNC(=O)CN1N=C(C(C)(C)C)Cn2c(cc3ccccc32)C1=O
    -0.4, -24, 3, 0.6
> CCCN(CCC)CCNC(=O)C1c2ccccc2C(=O)N(Cc2ccc(F)cc2)C1c1ccc(OC)cc1 (stereo not given)
    0.6, 2, 3, 0.1
> CCOc1ccc(NC(=O)N(CCCN2CCOCC2)Cc2cccnc2)cc1
    0.8, -3, 7, 0.2
> CCCCn1c(SCC(=O)C(C)(C)C)nc2ccsc2c1=O
    -1.8, 11, -20, 0.0
> CCCn1c(SCC(=O)Nc2ccc(C(=O)Nc3ccccc3OC)cc2)n[nH]c1=O
    -0.5, 6, -4, -0.1
> CC(C)C(=O)NC(C)c1nnc2n1CCN(Cc1cnc(-c3ccccc3)s1)CC2 (stereo not given)
    1.1, 5, -8, -0.1
> CC(C)Oc1ccc(C(=O)NCc2ccc3c(c2)OCO3)cc1
    -0.6, -3, 0, 0.0
> CC(=O)Oc1ccc(C(=O)c2ccccc2)c(OC(C)=O)c1
    5.6*, 10, 11, -0.2
> CC(=O)Nc1ccc(N2C(=O)C3C(C)NC4(C(=O)Nc5ccccc54)C3C2=O)cc1 (stereo not given)
    -0.6, -3, -6, 0.1
> CC(=O)N1CCC(N(CCCN2CCOCC2)C(=S)Nc2ccc(C)c(C)c2)CC1
    -0.4, 1, -2, 0.1
> Cc1cc(C)n2nc(NCc3ccccc3Cl)nc2n1
    5.1*, -20, 15, 0.3
> CC1(C)C(=O)OC(c2ccc(Br)cc2)C(C)(C)C1=O (stereo not given)
    1.3, 11, 7, 0.2
> COc1ccc(C2=NN3C(C2)c2cccc(OC)c2OC3c2cccc(Cl)c2)cc1 (stereo not given)
    -0.4, -30, -8, -0.1
> CCCNC(=O)c1ccc(NC(=O)OC)cc1
    -1.3, 4, 14, 0.1
> Cc1nc(-c2cccc(NC(=O)/C=C\C(=O)O)c2)cs1
    -0.8, -9, 1, -0.1
> Cc1cc(=O)n2[nH]c(NCc3ccc(Br)cc3)nc2n1
    2.2, -2, -17, 0.2
> CC(C)N(CCNc1cc(Nc2ccccc2)ncn1)C(C)C
    0.7, -5, 10, 0.1
> CN1C(=O)NC(c2ccccc2)C2=C1CN(c1ccc(Oc3ccccc3)cc1)C2=O (stereo not given)
    0.1, 10, 0, 0.1
> CN(c1ncnc2sccc12)C1CCCCC1
    -0.6, -12, 8, 0.0
> O=C(CCC(=O)Nc1ccc(Cl)cc1)Nc1ccc(Cl)cc1
    -0.7, 1, -9, -0.3
> COCCCNC(=O)c1c(C(F)(F)F)nc2ccc(C)cn12
    -0.8, 8, -8, 0.0
> O=C(c1nc2ccccc2s1)C1CCNCC1
    0.0, -9, 19, 0.6
> NC(=O)CN1CCC(O)(c2ccc3c(c2)OCO3)CC1
    -0.3, -2, -2, -0.3
> O=C(Oc1cc(-c2ccccc2Cl)c2oc(=O)sc2c1)c1ccc(Br)cc1
    0.4, 13, 8, 0.3
> c1ccc(-c2nnc(Sc3nc4ccccc4o3)c3ccccc23)cc1
    -1.6, -23, -12, 0.0
> CC1CCc2c(sc(NC(=O)c3ccc(Br)cc3)c2C(=O)Nc2ccccc2)C1 (stereo not given)
    0.7, 0, 5, 0.0
> O=C(NC(=S)N1CCOCC1)c1cccs1
    0.5, 6, 20, 0.3
> Cc1nc2cc(S(=O)(=O)N3CCC(C(=O)O)CC3)ccc2n1C1CCCC1
    -0.3, 13, 18, 0.8
> CCCN1CCC(N2CCN(S(=O)(=O)c3ccccc3)CC2)CC1
    0.0, 0, -4, -0.2
> O=C(COc1ccc(C(=O)c2ccc(F)cc2)cc1)Nc1ccc2c(c1)OCO2
    3.9, -1, 3, -0.1
> O=C(O)c1ccc(-c2ccc(/C=c3/sc4nc5ccccc5n4c3=O)o2)cc1
    0.1, 1, 24, 0.2
> Cc1nn(C)c(C)c1-c1ccc(C(=O)Nc2ccc(N3CCOCC3)cc2)s1
    -0.9, -6, 5, 0.0
> CC1(C)CC(=O)c2c(oc3c2cc(NS(=O)(=O)c2ccc(Br)cc2)c2ccccc23)C1
    0.0, 2, 7, -0.2
> O=C(N/N=C/C1CC=CCC1)c1ccc(CN2c3cccc4cccc(c34)S2(=O)=O)cc1 (stereo not given)
    0.3, -5, 12, 0.2
> Cc1ccc(S(=O)(=O)NNC(=O)c2sc(=S)n(C)c2C)cc1
    1.7, 1, -5, 0.0
> CC1(C(=O)N/N=C/c2cccnc2)CC1(Cl)Cl (stereo not given)
    0.4, 6, 60*, 0.0
> COc1ccc(C(=O)N(CCN(C(=O)c2ccc(OC)cc2)c2ccccc2)c2ccccc2)cc1
    0.7, -3, -3, -0.1
> Cc1cccc(-c2n[nH]c(=S)n2Cc2ccco2)c1
    -1.2, 6, 2, 0.1
> Cc1ccc(C(=O)COC(=O)CNC(=O)C(c2ccccc2)c2ccccc2)cc1[N+](=O)[O-]
    0.1, -1, 4, -0.1
> O=C(Nc1nc2ccc3ccccc3c2s1)c1ccc(S(=O)(=O)N2CCOCC2)cc1
    0.7, -4, 4, 0.1

(cont.)
Every second line gives: GPR151 activ, TEAD-YAP inh, MITF inh, FBW7 activator
> COc1ccc2o/c(=N\c3sc4c(c3C#N)CCCC4)c(C(=O)Nc3ccc(F)cc3)cc2c1
    0.1, 8, -15, 0.2
> CN(C)CCOc1cccc(CN[C@H]2C[C@H]3C(=O)N[C@@H](CSCc4ccccc4)C(=O)N3C2)c1
    -0.6, -3, 8, 0.0
> O=C(CC1C(=O)NCCN1CC(c1ccccc1)c1ccccc1)NC1CCC1 (stereo not given)
    1.7, 3, 0, 0.0
> COc1ccc(-n2nc3cc(C)c(NC(=O)c4cccc(Cl)c4)cc3n2)cc1
    0.0, 5, 8, -0.2
> CNc1c(NS(=O)(=O)c2ccc(C)cc2)c(=O)oc2ccccc12
    -1.2, 6, -6, 0.0
> Cc1cccn2cc(CCNC(=O)c3ccco3)nc12
    -0.1, -11, -10, 0.0
> CCCCOc1ccc(C(=O)NN)cc1OC
    0.8, -2, 8, 0.3
> COCC(=O)N1CCc2c([nH]c3ccccc23)C1c1ccc(OC)cc1F (stereo not given)
    1.1, -25, 0, 0.2
> Cc1ccccc1NC(=O)N1CCC2(CC1)OCc1ccccc1O2
    -0.7, -9, 4, -0.1
> O=C(Nc1cccc(NC(=O)c2ccc(Br)o2)c1)c1ccccc1
    -0.2, 10, 4, 0.0
> CC(C)C(=O)N1CC[C@@H]2[C@H](CCCN2C(=O)Cc2ccc(F)cc2)C1
    0.4, -1, -4, 0.0
> CC1(C)C(=O)OC(C(=O)c2ccc(Br)cc2)C(C)(C)C1=O (stereo not given)
    -0.4, -2, 0, -0.2
> Cc1ccc(Oc2ccc(N3C(=O)c4cccc(N)c4C3=O)cc2)cc1C
    2.9, 15, 3, 0.0
> COc1cc(-c2cn[nH]c2)c(F)cc1NC(=O)C(N)c1ccc(Cl)cc1 (stereo not given)
    -0.3, 3, 12, 0.2
> Cc1occc1C(=O)N/N=C/C1=C(N2CCOCC2)C(=C\c2cccc([N+](=O)[O-])c2)/CC1
    0.0, -3, -1, 0.2
> CCOc1ccc(-n2c(/C=C/c3ccccc3OC)nc3cc(OC)c(OC)cc3c2=O)cc1
    0.8, -2, 0, -0.1
> CCc1ccc2oc(-c3cc(NC(=O)c4ccc([N+](=O)[O-])o4)ccc3O)nc2c1
    0.9, 7, 3, -0.1
> O=C(CSc1nc2ccccc2c(=O)n1CCC(=O)N1CCN(c2ccccc2)CC1)c1ccccc1
    0.8, 1, 10, 0.1
> NS(=O)(=O)c1ccc(CCNC(=O)CCCn2c(SCc3cc(=O)n4ccccc4n3)nc3ccsc3c2=O)cc1
    0.3, 3, 8, 0.0
> CC(=O)Nc1ccc(NC(=O)C2CCN(S(=O)(=O)c3c(C)cc(C)cc3C)CC2)cc1
    0.5, -4, 11, -0.1
> CC(C)n1cnc2c(NCCN3CCOCC3)nc(N3CCCC3CO)nc21 (stereo not given)
    0.3, -4, -2, -0.1
> COc1ccccc1NC(=O)COC(=O)c1[nH]c(=O)[nH]c(=O)c1N
    2.2, -6, 2, 0.0
> COc1cc(-c2nnc(COC(=O)c3ccc4ncsc4c3)o2)cc(OC)c1OC
    -0.6, 1, 1, -0.1
> COC(=O)C(NC(=O)c1ccc(Cl)cc1)(Nc1sc2c(c1C#N)CCC(C)C2)C(F)(F)F (stereo not given)
    0.8, -9, 14, -0.2
> Cc1ccc(NC(=O)C(C)NS(=O)(=O)c2ccc(Cl)cc2)cc1Cl (stereo not given)
    1.0, 8, -10, -0.1

The order is random; 3.4% or so of the library scored in one or more.
